Source: PubChem BioAssay (Sanford-Burnham Center for Chemical Genomics)
NR3A LBD binder: modulators (binders) of human NR3A ligand-binding domain; NR3A LBD differential scanning fluorimetry, Tm shift; 0% = protein alone, 100% = glycine-bound protein; Tm shift relative to glycine control, % at 25 µM; 340,000 tested, 2.5% active;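 active means melting temperature shift of at least 10% of the positive control shift, at one fixed dose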
SENP1 inh: inhibitors of human SENP1 SUMO protease catalytic domain. Q9P0U3. recombinant SENP1 catalytic domain, CyPet-SUMO1-YPet FRET cleavage. inhibition, % at 10 µM. 360,000 tested, 0.21% active;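 active means inhibition at least 30% at 10 µM, raw YFP signal under a set limit, fluorescence ratio 0.5 to 1.5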;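 further: 0% = enzyme with DMSO and 100% = no enzyme wells; some results filed as inactive read as strong as hits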
Target sequence (Q9P0U3 419-644 limits assumed): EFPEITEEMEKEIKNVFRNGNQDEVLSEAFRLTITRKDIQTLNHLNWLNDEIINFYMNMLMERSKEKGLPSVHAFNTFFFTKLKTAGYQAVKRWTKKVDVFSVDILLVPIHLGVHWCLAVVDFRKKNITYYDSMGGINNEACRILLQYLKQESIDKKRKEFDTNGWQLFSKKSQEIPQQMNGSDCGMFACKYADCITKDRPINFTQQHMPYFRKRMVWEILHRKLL
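Test system: hSENP1 catalytic domain, recombinant; Amount: 20 pM final SENP1 enzyme; Medium: Tris pH 8 buffer plus EDTA, NaCl, BME, BSA, NP40, catalase; Schedule: 50 min enzyme reaction, room temperature, light-protected; Technique: FRET fluorescence in CFP and YFP emission channels; Controls: no-enzyme wells low, DMSO-plus-enzyme wells high control.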
PfG6PD inh: PfG6PD (Plasmodium falciparum) enzyme inhibition | PfGluPho enzyme, NADPH resazurin-diaphorase fluorescence | inhibition, % at 20 µM | 350,000 tested, 0.78% active;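 active means inhibition reaching at least a set limit at 20 µM in the primary screen, cut at about 59% in these data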;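 further: 0% = DMSO wells with substrate and 100% = DMSO wells lacking glucose-6-phosphate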
SENP8 block: inhibitors of human SENP8 protease; Q96LD8; recombinant SENP8, Nedd8 substrate fluorescence; inhibition, % at 20 µM; 360,000 tested, 0.64% active; AID 602440; in the data active means inhibition mostly above about 40%, no sharp cut-off; inactive means mostly below about 27%
Target sequence (Q96LD8 whole entry, looked up): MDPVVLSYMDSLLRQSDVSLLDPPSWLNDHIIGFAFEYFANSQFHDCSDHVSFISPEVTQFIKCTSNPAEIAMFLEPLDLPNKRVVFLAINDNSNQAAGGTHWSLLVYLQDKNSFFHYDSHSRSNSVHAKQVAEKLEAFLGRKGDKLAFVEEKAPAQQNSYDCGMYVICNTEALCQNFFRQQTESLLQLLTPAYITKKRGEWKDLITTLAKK
SENP6 block: SENP6 protease inhibition; Q9GZR1; Recombinant SENP6 catalytic domain, aminoluciferin luminescence; inhibition, % at 10 µM; 330,000 tested, 1.8% active; AID 2599;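 active means inhibition above about 50% at the single tested dose, limit read from the data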;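 further: plate controls were DMSO wells with enzyme for no effect and DMSO wells lacking enzyme for full effect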
hIAP activ: increases human intestinal alkaline phosphatase activity | purified human IAP, CDP-Star luminescence, 30 min; stronger effect = higher value; 1 = vehicle-only enzyme, 0 = enzyme-free background | activation factor at 10 µM | 330,000 tested, 0.16% active | P09923;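 active means activation factor of the enzyme at least 2-fold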; further: the source names both 10 and 20 µM as test concentration; values of inactives mirror those of a sister screen read the other way
MPTP inh: blocks calcium-induced mitochondrial swelling; AID 602449; 360,000 tested, 1.4% active; inhibition, % at 10 µM; isolated mouse mitochondria, Ca2+ swelling absorbance, 30 min;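 active means inhibition of 50% or more, scaled per plate between neutral and stimulator controls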;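 further: 0% = DMSO wells given calcium and 100% = 1 mM EGTA wells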
ATG4B inhibitor: inhibitors of human ATG4B cysteine protease. inhibition, % at 8.33 µM. AID 504462. 340,000 tested, 0.51% active. ATG4B cleavage of LC3-PLA2, NBD-HPC fluorescence, 1 h. Q9Y4P1; in the data active means inhibition above about 40%
Target sequence (Q9Y4P1 whole entry, looked up): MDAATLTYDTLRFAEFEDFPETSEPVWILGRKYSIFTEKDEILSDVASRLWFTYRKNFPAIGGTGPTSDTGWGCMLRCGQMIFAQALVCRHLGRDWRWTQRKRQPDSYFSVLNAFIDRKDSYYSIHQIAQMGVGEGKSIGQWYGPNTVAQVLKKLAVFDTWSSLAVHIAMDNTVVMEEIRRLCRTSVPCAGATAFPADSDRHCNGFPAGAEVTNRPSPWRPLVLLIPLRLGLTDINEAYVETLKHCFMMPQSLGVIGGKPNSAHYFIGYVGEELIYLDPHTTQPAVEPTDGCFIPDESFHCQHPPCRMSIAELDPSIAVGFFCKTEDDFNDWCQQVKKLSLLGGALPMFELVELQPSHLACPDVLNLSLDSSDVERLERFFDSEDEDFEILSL
* = called active by the depositor; x = no result given; & = joins results of further samples.

SMILES	NR3A LBD binder	SENP1 inh	PfG6PD inh	SENP8 block	SENP6 block	hIAP activ	MPTP inh	ATG4B inhibitor
N=C1C(c2nc(-c3cccc([N+](=O)[O-])c3)cs2)=C(O)CN1NC(=O)c1ccco1	1.3	1.1	-4.3	11.1	-1.4	1.18	2.1	3.4
COC(=O)C1=C(C(=O)OC)[C@@H]2N(Cc3ccccc3)c3ccccc3[C@@]23C[C@@H](CO)N(C(=O)NC2CCCC2)C3=N1	0.3	0.0	18.3	7.4	-11.1	0.908	1.1	-13.5
CCCN(CCC)C(C(=O)Nc1cccc(OC)c1)c1ccccc1 (configuration not stated)	-1.4	0.8	-1.5	-1.0	-6.7	1.15	5.1	1.2
Cc1cccc2cc3c(N)c(C#N)sc3nc12	35.5*	-22.9	39.8	-39.4	-14.1	0.994	15.3	-16.4
CC(C)CCNC(=O)C1c2ccccc2Oc2ccccc21	-1.5	-0.6	-3.3	6.2	-24.5	1	0.7	0.5
CC(=O)c1sc(NC(=O)C(C)C)nc1C	1.6	-0.3	-14.3	17.9	-11.6	1.04	1.9	4.4
CCOc1ccc(C2C3=C(CCCC3=O)N(CC(=O)O)C3=C2C(=O)CCC3)cc1	0.0	-27.5	5.8	-352.0	8.8	1.17	6.5	7.4
CC(=O)NC(Cc1cccc(C)c1)C(=O)NC1CCN(C(=O)c2ccc([N+](=O)[O-])cc2)CC1 (configuration not stated)	-1.7	-0.5	12.5	-8.2	-4.8	1.14	-0.4	0.8
C#CCNCCS(=O)(=O)N(Cc1ccc(Br)cc1)[C@@H](C)C(=O)O	0.2	1.9	-11.0	5.3	x	x	0.4	x
NC(=S)N/N=C/c1ccc2ccccc2c1	17.6*	0.9	10.9	28.5	3.3	1.09	0.9	0.6
O=C(/C=C/c1ccc([N+](=O)[O-])cc1)N1CCN(c2ccccc2F)CC1	-11.7	6.2	7.7	17.5	-2.4	1.14	0.9	7.7
Cc1ccc2cc(CCNC(=O)CCCc3ccccc3)c(=O)[nH]c2c1C	-3.0	-4.3	1.8	-24.6	14.6	1.15	-1.2	-4.2
C=CCn1cnc2scc(-c3ccccc3)c2c1=O	5.1	3.9	-12.5	33.9	12.4	0.991	-4.8	-5.0
COc1ccc(C(=O)/C=C2\NCC3c4ccccc4CCN3C2=O)cc1 (configuration not stated)	1.1	-22.2	-16.5	-24.8	9.7	1.03	0.1	8.5
CC1CC(C)CN(C(=O)Cn2c(SCC(=O)N3CCc4ccccc4C3)nc3ccccc32)C1 (configuration not stated)	-1.7	0.8	-12.6	24.4	-3.4	1.07	0.3	13.9
COc1ccc(CCC(=O)N2CCc3ccccc32)cc1	2.2	3.0	16.1	19.9	-23.4	1.12	0.6	1.6
Cc1cccc(NC(=O)c2cccc([N+](=O)[O-])c2O)c1C	-11.2	1.2	19.2	15.1	x	x	39.9	-1.5
N#Cc1cnc(=S)n(-c2cc(C(F)(F)F)cc(C(F)(F)F)c2)c1N	x	-28.5	3.4	-5.5	x	x	15.3	x
Cc1ccc(C(=O)Nc2ccc3c(c2)OCCO3)cc1S(=O)(=O)N1CCOCC1	-1.7	1.8	-12.0	5.2	7.7	1.07	-0.3	-1.6
COC(=O)c1ccc(Cl)c(NC(=O)NC2CCCCC2)c1	-1.0	0.4	9.1	22.0	-30.2	0.963	-2.4	-12.8
Cc1ccc(-c2nnc(N3CC(C)OC(C)C3)c3ccccc23)cc1 (configuration not stated)	-3.5	4.4	-2.1	-3.7	3.7	1.02	-1.3	-0.1
COC(=O)[C@]1(C)N[C@H](CN(C)S(=O)(=O)c2ccc(OC(F)(F)F)cc2)[C@@H]2C(=O)N(Cc3ccccc3)C(=O)[C@@H]21	-0.1	-0.3	-2.4	15.5	14.6	1.13	-1.8	x
O=C(CC1C=CCC1)Nc1ccccc1 (configuration not stated)	-1.3	2.9	5.5	2.6	x	x	0.5	-2.5
O=C(CSc1ccccn1)Nc1ccc(Br)cn1	-1.0	-0.2	3.7	21.5	-6.0	0.942	0.1	-1.4
CCOc1cc(CO)cc(Br)c1OCC(=O)Nc1ccccc1C	-0.8	2.6	-8.2	12.7	2.9	1.06	3.9	-1.4
CC(=O)Nc1ccc(S(=O)(=O)NCc2csc(C)n2)cc1	-0.6	3.7	-3.8	12.4	2.7	0.871	-0.1	-9.4
Cc1ccccc1C#N	0.1	-1.8	-3.8	8.9	-2.2	0.99	-0.8	4.1
CCC1(c2ccccc2)NC(=O)N(CC(=O)Nc2ccc(S(=O)(=O)N3CC(C)CC(C)C3)cc2)C1=O (configuration not stated)	7.2	-0.5	14.9	-2.2	-8.1	1.08	-1.0	-8.1
COc1ccc(CC(=O)Nc2cccc(/C(C)=N/NC(=O)C3(C)CC3(Br)Br)c2)cc1 (configuration not stated)	-3.4	2.0	1.1	3.2	5.8	1.1	-1.2	-9.1
C=CCn1c(SCC#N)nnc1-c1ccc2ncccc2c1	-1.1	-1.2	5.0	0.4	-2.9	1.02	0.9	-0.5
Cc1csc(NC(=O)CCc2nc3ccccc3s2)n1	1.8	4.9	32.2	7.5	-3.6	1.12	-2.4	-7.7
O=C1C=CC(=O)N1Nc1ccc(Br)cc1	2.2	0.2	-19.2	18.9	-7.8	0.933	7.4	3.4
Cc1cc(NC(=O)CSc2ncn[nH]2)no1	0.6	1.6	-10.7	8.0	-20.3	0.875	-0.3	2.2
CC(NC(=O)C(=O)N1CCOCC1)C(c1cccs1)N1CCN(c2ccccc2F)CC1 (configuration not stated)	1.8	-0.4	11.6	14.9	8.8	1.09	-1.7	-4.1
CC1CC(C)CN(CC(=O)Nc2ccc3c(c2)OCCO3)C1 (configuration not stated)	-0.6	0.7	1.9	20.0	-7.9	0.914	1.0	-2.1
CCCCCNC(=O)C1CC(=O)OC12CCCCC2 (configuration not stated)	-0.5	8.3	-7.6	10.9	-2.1	1.09	-1.5	2.6
O=C(CSc1nnc(NC(=O)c2ccccc2C(=O)O)s1)Nc1ccccc1Cl	-4.4	2.6	-16.4	1.6	-11.7	0.909	0.2	22.2
COc1ccc(CC(=O)Nc2ccc(S(=O)(=O)Nc3nccc(C)n3)cc2)cc1	0.7	-50.0	-7.1	-0.3	-18.9	1.09	0.5	-11.3
COc1ccc(/C=N/NC(=O)CN(C)S(=O)(=O)c2ccc(NC(C)=O)cc2)cc1	0.6	0.0	4.7	10.3	-23.6	1.01	7.0	-8.2
COC(=O)C1CCN(C(=O)c2cc3ccccc3oc2=O)CC1	0.7	1.1	-6.0	2.5	1.9	0.833	-1.0	-8.8
C[C@@H]1CN([C@@H](C)CO)C(=O)CCCn2nncc2CO[C@H]1CN(C)S(=O)(=O)c1ccccc1F	x	0.7	-9.5	1.9	x	x	0.5	x
CCOc1ccc(-c2nnn(CC(=O)NCc3ccco3)n2)cc1OCC	0.5	1.0	-4.3	-1.1	-0.8	1	-0.3	-3.3
O=C(Cn1cc(C(F)(F)F)ccc1=O)Nc1ccc2c(c1)OCCO2	-1.0	-1.7	6.5	6.4	-3.7	0.836	0.0	-1.9
COc1cccc(NC(=O)NC2CC(=O)N(c3ccc4c(c3)OCCO4)C2)c1 (configuration not stated)	-1.1	0.6	-5.4	11.5	-20.0	1.13	0.7	-8.6
COc1ccccc1-c1cc(C(F)(F)F)nc(NCc2cccs2)n1	-25.4	2.3	6.8	-270.6	-7.8	0.978	2.2	13.9
COC(=O)c1ccc(C2=NOC(C)(c3sc(-c4ccccc4)nc3C)C2)cc1 (configuration not stated)	-7.3	-1.2	-2.0	-8.6	-7.3	0.975	-0.1	-8.0
Cc1ccc(S(=O)(=O)N(C)CC(=O)OCC(=O)N2CCCC2=O)cc1	-1.5	-1.2	10.7	-9.3	-12.1	1.04	-0.1	-7.0
COc1ccc(C=O)cc1C1=CC(=O)C[C@H](c2ccc(Cl)cc2)C1	-29.1	0.3	22.3	-5.0	-5.5	0.868	1.3	6.8
CCNc1nc(NCC)n2c(SCC(=O)O)nnc2n1	2.3	-1.8	-0.9	23.9	-12.5	1.07	-1.7	-2.7
O=C(O)/C=C\C(=O)Nc1ccc(F)c(F)c1F	3.5	-0.5	9.5	4.4	2.8	1.04	0.7	-12.3
C[c-]1[c-](C)[c-](C)[c-](C)[c-]1C.[Fe].c1cc2nccc(N3CCCC3)[c-]2c1 (configuration not stated)	-1.4&-3.2	14.0&8.4	85.0*	-42.3&-17.1	-15.2&-34.6	1.25&0.907	2.6&-0.3	11.0&1.0
Cn1c(N)c(C(=O)c2cc(-c3ccncc3)nc3ccccc23)c(=O)n(C)c1=O	-1.2	1.9	-7.2	26.0	9.2	1	-1.3	0.0
COCCNC(=O)C1=C(N)C(C(=O)Nc2ccc(C)c(S(=O)(=O)N3CCCCC3)c2)SC1=Nc1ccc(C)cc1C (configuration not stated)	8.5	-47.6	-17.1	-5.8	-36.0	0.982	4.0	-2.3
CCOc1ccccc1NC(=O)c1nc(S(=O)(=O)Cc2cccc(C)c2)ncc1Cl	-0.1	-3.0	-5.2	16.3	-4.3	1.12	-3.0	-2.2
C=CCn1cc(C(=O)NCc2ccc3c(c2)OCO3)c(=O)c2cc(S(=O)(=O)N(CC)CC)ccc21	-12.7	-1.4	11.8	4.5	x	x	0.9	-20.1
Cc1ccc(/C=N/Nc2nc3ccccc3[nH]2)s1	3.9	-9.6	16.1	-99.6	56.1*	1.14	0.8	-5.7
CC1CC(=O)N(Cc2ccccc2)c2ccccc2N1C=O (configuration not stated)	1.3	2.3	-0.3	5.7	-15.9	1.17	4.5	5.4
CC(=O)OCC(=O)C1=CCC2C3CCC4=CC(=O)C=CC4(C)C3(F)C(OC(C)=O)CC12C (configuration not stated)	-3.4	2.5	-25.1	17.3	-14.1	0.952	-3.0	-3.3

Copied from above, eight compounds:
SMILES	NR3A LBD binder	SENP1 inh	PfG6PD inh	SENP8 block	SENP6 block	hIAP activ	MPTP inh	ATG4B inhibitor
C[c-]1[c-](C)[c-](C)[c-](C)[c-]1C.[Fe].c1cc2nccc(N3CCCC3)[c-]2c1 (configuration not stated)	-1.4&-3.2	14.0&8.4	85.0*	-42.3&-17.1	-15.2&-34.6	1.25&0.907	2.6&-0.3	11.0&1.0
Cn1c(N)c(C(=O)c2cc(-c3ccncc3)nc3ccccc23)c(=O)n(C)c1=O	-1.2	1.9	-7.2	26.0	9.2	1	-1.3	0.0
COCCNC(=O)C1=C(N)C(C(=O)Nc2ccc(C)c(S(=O)(=O)N3CCCCC3)c2)SC1=Nc1ccc(C)cc1C (configuration not stated)	8.5	-47.6	-17.1	-5.8	-36.0	0.982	4.0	-2.3
CCOc1ccccc1NC(=O)c1nc(S(=O)(=O)Cc2cccc(C)c2)ncc1Cl	-0.1	-3.0	-5.2	16.3	-4.3	1.12	-3.0	-2.2
C=CCn1cc(C(=O)NCc2ccc3c(c2)OCO3)c(=O)c2cc(S(=O)(=O)N(CC)CC)ccc21	-12.7	-1.4	11.8	4.5	x	x	0.9	-20.1
Cc1ccc(/C=N/Nc2nc3ccccc3[nH]2)s1	3.9	-9.6	16.1	-99.6	56.1*	1.14	0.8	-5.7
CC1CC(=O)N(Cc2ccccc2)c2ccccc2N1C=O (configuration not stated)	1.3	2.3	-0.3	5.7	-15.9	1.17	4.5	5.4
CC(=O)OCC(=O)C1=CCC2C3CCC4=CC(=O)C=CC4(C)C3(F)C(OC(C)=O)CC12C (configuration not stated)	-3.4	2.5	-25.1	17.3	-14.1	0.952	-3.0	-3.3
